Source: PubChem BioAssay (The Scripps Research Institute Molecular Screening Center)
ASAP1 GAP inh: blocks human ASAP1-stimulated Arf1 GTP hydrolysis. Q9ULH1. GDP FP detection. inhibition, % at 16.5 µM. 0.19% of 360,000 active. AID 624377; in the data active = inhibition above about 25%;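 also: 0% = vehicle with enzyme and substrate and 100% = no enzyme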
UHRF1 binding: human UHRF1 methylated DNA binding inhibitors; 0.75% of 370,000 active; Q96T88; AID 687016; UHRF1 binding to methylated oligo, TR-FRET; inhibition, % at 4.4 µM; in the data active = inhibition above about 21%;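 also: UHRF1 SRA domain binding a hemimethylated CpG hairpin DNA probe; 0% = median of test compound wells and 100% = reference inhibitor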
Tn7 DDE FP: DD(E)-Tn7 binding inhibition, primary FP screen | FP displacement of FITC-Tn7 peptide from fibrin DD(E); 0% = median of compound wells per plate | inhibition, % at 8.3 µM | 0.13% of 370,000 active;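 active = inhibition above the mean of compounds falling within the control limits plus 3 SD of them, cut at about 14% in these data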;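 also: 0% = plate median of compound wells and 100% = 10 µM Aha-Tn7 peptide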
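Assay system: Human fibrin DD(E) protein | Medium: Tris buffer with calcium and detergent, pH 7.8 | Reagent: 0.1 µM fluorescent Tn7 | Compound dosing: Single point at 8.3 µM | Times: 10 min preincubation, 3 h with tracer, room temperature | Detection: Fluorescence polarization of the labelled Tn7 tracer | Controls: Aha-Tn7 high control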
Tn6 DDE FP: DD(E)-Tn6 binding inhibition, primary FP screen | 0.21% of 370,000 active | Fibrin DD(E) TRITC-Tn6 fluorescence polarization displacement | inhibition, % at 8.3 µM;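 active = inhibition above a per-campaign cutoff: mean of compounds within control limits plus 3 SD, cut at about 15% in these data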;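 also: 0% = median of all compound wells on the plate and 100% = blocking peptide control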
MBD2 DNA inh: blocks human MBD2 binding to methylated DNA; TR-FRET, MBD2 binding to methylated oligonucleotide; inhibition, % at 4.4 µM; 0.31% of 370,000 active; AID 686964; in the data active = inhibition above about 13%
ARFGAP1 inh: inhibitors of rat ARFGAP1; 0.26% of 360,000 active; inhibition, % at 16.5 µM; Arfgap1-stimulated ARF1 GTP hydrolysis, GDP FP detection; Q62848;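 active = inhibition above a per-plate limit, mean inhibition of low control wells plus 3 SD, cut at about 25% in these data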;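 also: 0% = DMSO wells with enzyme and 100% = wells lacking Arfgap1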
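system = rat Arfgap1 catalytic domain, aa 1-136 | technique = FP, GDP Alexa 633 tracer displaced from anti-GDP antibody, 620/688 nm | compound = one concentration, 16.5 µM, DMSO 1.26% | medium = HEPES-based buffer, pH 7.5 | timing = compound-enzyme preincubation 20 min, reaction 120 min, detection 60 min, 25 °C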
PLC-gamma1 inh: PLC-gamma1 (human) inhibition, primary screen. inhibition, % at 12.2 µM. purified PLC-gamma1, fluorogenic substrate, fluorescence. P19174. 0.84% of 370,000 active; in the data active = inhibition above about 9.5%
PLCb3 inh: inhibitors of human phospholipase C beta3. Purified PLC-beta3, fluorogenic substrate, fluorescence. inhibition, % at 12.2 µM. 0.18% of 370,000 active. Q01970; in the data active = inhibition above about 11%;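 also: 0% = median of compound wells on plate and 100% = full blocker control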
Target sequence (Q01970 whole entry, looked up): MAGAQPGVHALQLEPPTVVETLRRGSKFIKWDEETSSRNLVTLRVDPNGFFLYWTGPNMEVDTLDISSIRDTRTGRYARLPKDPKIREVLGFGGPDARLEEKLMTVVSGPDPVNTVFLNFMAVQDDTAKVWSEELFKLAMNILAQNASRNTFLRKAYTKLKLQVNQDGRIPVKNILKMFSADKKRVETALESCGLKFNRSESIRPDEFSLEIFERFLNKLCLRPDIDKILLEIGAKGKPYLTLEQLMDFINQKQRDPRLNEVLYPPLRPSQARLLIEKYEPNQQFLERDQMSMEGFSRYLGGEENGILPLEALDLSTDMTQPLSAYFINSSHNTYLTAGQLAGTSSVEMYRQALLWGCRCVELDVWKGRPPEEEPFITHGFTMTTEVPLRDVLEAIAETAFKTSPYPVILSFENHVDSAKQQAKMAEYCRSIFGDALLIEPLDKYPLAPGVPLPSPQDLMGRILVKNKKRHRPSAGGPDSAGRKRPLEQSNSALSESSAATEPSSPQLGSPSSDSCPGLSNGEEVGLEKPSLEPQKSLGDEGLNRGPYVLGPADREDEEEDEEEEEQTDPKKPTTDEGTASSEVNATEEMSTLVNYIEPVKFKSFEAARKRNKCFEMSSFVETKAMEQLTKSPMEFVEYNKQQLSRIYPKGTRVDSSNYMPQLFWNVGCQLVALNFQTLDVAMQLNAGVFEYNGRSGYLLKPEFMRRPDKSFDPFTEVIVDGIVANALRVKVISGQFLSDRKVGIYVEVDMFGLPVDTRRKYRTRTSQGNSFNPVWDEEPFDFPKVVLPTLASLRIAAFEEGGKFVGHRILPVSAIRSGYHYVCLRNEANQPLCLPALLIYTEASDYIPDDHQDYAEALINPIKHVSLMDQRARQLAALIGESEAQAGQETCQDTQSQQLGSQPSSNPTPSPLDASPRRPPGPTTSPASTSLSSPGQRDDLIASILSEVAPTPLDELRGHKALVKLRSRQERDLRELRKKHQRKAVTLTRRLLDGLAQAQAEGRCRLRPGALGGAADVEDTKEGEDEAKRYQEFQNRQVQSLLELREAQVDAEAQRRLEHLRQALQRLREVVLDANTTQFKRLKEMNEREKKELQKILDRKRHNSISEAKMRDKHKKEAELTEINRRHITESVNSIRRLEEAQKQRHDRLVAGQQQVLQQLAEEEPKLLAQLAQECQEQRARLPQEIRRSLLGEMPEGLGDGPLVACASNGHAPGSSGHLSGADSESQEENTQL
ADAM17 inh: inhibitors of human ADAM17. 0.83% of 370,000 active. inhibition, % at 6.95 µM. recombinant ADAM17, EDANS/DABCYL FRET peptide cleavage. P78536;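 active = inhibition above the mean of compounds lying between control limits plus 3 SD, set per campaign, cut at about 8.5% in these data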;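 also: 0% = DMSO-only wells as the low control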
KLK7 zymogen act: activators of human kallikrein-7 zymogen; P49862; purified proKLK7, EDANS-DABCYL substrate fluorescence; 100% is mature enzyme control, 0% vehicle; activation, % at 7 µM; 0.9% of 370,000 active;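 active = activation above the mean of all tested compounds plus 3 SD, computed per campaign excluding outliers beyond control limits, cut at about 13% in these data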
Active calls of the source: *; . = not tested or not shown. Compounds were not picked by outcome (roughly 4.1% active in at least one column).

ASAP1 GAP inh | UHRF1 binding | Tn7 DDE FP | Tn6 DDE FP | MBD2 DNA inh | ARFGAP1 inh | PLC-gamma1 inh | PLCb3 inh | ADAM17 inh | KLK7 zymogen act | smiles
-9 | -1 | 1 | 0 | 3 | 11 | 2 | -4 | 0 | 0.5 | Oc1ccc(/C=N/n2c(-c3ccccc3)n[nH]c2=S)cc1
2 | 0 | 2 | 1 | -3 | -4 | 0 | -1 | 0 | 0.8 | O=C1CC(c2ccccc2)Oc2cc(O)cc(O)c21 (configuration not stated)
1 | -1 | -4 | -8 | 3 | -5 | 2 | 1 | 0 | 0.4 | C[C@@H]1CN([C@H](C)CO)S(=O)(=O)c2ccc(Br)cc2O[C@@H]1CN(C)C(=O)Nc1ccc(C(F)(F)F)cc1
0 | -2 | 3 | 1 | -1 | 7 | 1 | 0 | 0 | -0.2 | NC(=O)CC(NC(=O)c1ccc(Br)cc1)c1ccc(NCc2ccc(F)cc2)c([N+](=O)[O-])c1 (configuration not stated)
10 | 3 | 0 | 2 | -1 | -6 | 1 | -6 | -3 | 0.3 | COc1ccccc1CNC(=O)c1cc(C)nn1-c1ccccc1
11 | 0 | 5 | 2 | 0 | -5 | -1 | -2 | 2 | 0.2 | COc1ccc(C(C(=O)NC2CCCC2)N(C(=O)c2csnn2)C2CC2)cc1 (configuration not stated)
2 | -2 | -1 | -2 | 1 | -10 | 4 | 2 | -2 | 0.1 | CCN(CC)CCCN1C(=O)C(=O)/C(=C(/O)c2ccc(C)cc2)C1c1ccccn1 (configuration not stated)
10 | 1 | 1 | -10 | -5 | 4 | -2 | -4 | -1 | -0.2 | O=C(c1ccco1)N1CCN(Cc2nnnn2C2CCCCC2)CC1
5 | 3 | 1 | 0 | 9 | 1 | 0 | -2 | -8 | 0.0 | C=CCOC(=O)C1=C(C)Nc2nnnn2C1c1ccc(OC)cc1OC (configuration not stated)
6 | 7 | 4 | -8 | 3 | 4 | 7 | -5 | -9 | -0.2 | C=CCNC(=O)C1CCC(C(=O)NCC=C)CC1 (configuration not stated)
-2 | 0 | 1 | 1 | 1 | -3 | -5 | -6 | -5 | 0.2 | COc1ccc2[nH]c3c(=O)n(Cc4ccc(C(=O)N5CCCC5)cc4)c(=S)[nH]c3c2c1
3 | -2 | 7 | 14 | -5 | -6 | 1 | 1 | -7 | 0.2 | Cc1onc(COc2ccccc2O)c1Br
5 | 0 | -5 | 6 | 1 | -6 | 3 | 4 | 2 | 0.0 | C=CCN1C(=O)c2n[nH]c(C)c2C1c1ccc(C)cc1 (configuration not stated)
8 | -5 | -7 | 15* | -7 | 0 | -41 | -49 | 0 | 0.0 | CCOc1cccc(CNc2ccc(O)cc2)c1OCc1ccc(Cl)cc1
. | 0 | 0 | 2 | -1 | . | -1 | 1 | -4 | 0.3 | CCOC(=O)[C@@]12CCCC3=C1N(CCC3)C(=O)[C@H]2CC(=O)N1CCOCC1
7 | 21* | -4 | -3 | 3 | 5 | 1 | 1 | -4 | -0.6 | CCOC(=O)C1=C(COC(=O)[C@@H](NC(=O)c2cccc(C)c2)C(C)C)NC(=O)NC1C (some centres not stated)
14 | 5 | -3 | -3 | 4 | -6 | 6 | -1 | 2 | 0.1 | Fc1ccc(C2CCCN2Cc2nc(CC3CC3)no2)cc1 (configuration not stated)
6 | 1 | 4 | -3 | -1 | 7 | 0 | -5 | -2 | 0.1 | CCN(CC)CCn1c(NCc2ccc3c(c2)OCO3)nc2ccccc21
5 | 0 | 0 | 6 | 0 | 9 | 0 | -2 | 2 | 1.2 | COc1ccc(CCCNC(=O)C2Cc3c(-c4ccccc4)ccnc3O2)cc1 (configuration not stated)
-8 | 1 | -1 | -6 | 0 | 5 | 0 | -1 | -5 | -0.1 | CC(C)OC(=O)N(C)C[C@H]1OCc2cnnn2CCCC(=O)N([C@@H](C)CO)C[C@H]1C
2 | 1 | -7 | -4 | -1 | 6 | -7 | -5 | -2 | -0.1 | O=S(=O)(c1cccc(F)c1)N1CCN(c2nc(-c3cccnc3)nc3ccccc23)CC1
-2 | 2 | 2 | 3 | -2 | 5 | 3 | -4 | -26 | 0.0 | O=C(c1ccco1)N1CCN(C(=O)C23CC4CC(CC(C4)C2)C3)CC1
14 | -2 | -10 | -4 | -2 | 4 | 0 | 3 | -3 | 0.3 | Cc1noc(NS(=O)(=O)c2ccc(NC(=O)CC34CC5CC(CC(Br)(C5)C3)C4)cc2)c1C
2 | 0 | 5 | -2 | -6 | 12 | 3 | -3 | -2 | -0.7 | Cc1ccc(Nc2nc(N)c([N+](=O)[O-])c(NCCO)n2)cc1C
-12 | 6 | -11 | -8 | -2 | -2 | 15* | 4 | 6 | -0.1 | CC(C)c1onc(C(=O)N2CCCCCC2)c1[N+](=O)[O-]
-7 | -2 | 3 | 9 | 2 | -14 | 2 | -1 | -2 | -0.4 | COC(=O)C1=C(C(=O)OC)[C@@H]2N(C)c3ccccc3[C@@]23C[C@@H](CO)N(C(=O)c2cccs2)C3=N1
4 | 1 | -2 | 1 | -2 | 2 | 2 | 5 | 2 | 0.1 | COc1ccc([N+](=O)[O-])cc1NC(=O)c1ccccc1N(C)S(C)(=O)=O
0 | -4 | 3 | -4 | -7 | -1 | 2 | 4 | -2 | 0.0 | Cc1cc2nnc(SCC(=O)NCc3cccs3)n2c(N)n1
7 | -4 | 5 | 9 | -3 | 6 | 0 | -5 | 5 | 0.5 | CC(C)COc1ccc(CNC(=S)Nc2ccccc2)cc1Cl
-8 | -2 | -11 | 3 | -3 | 19 | -25 | -34 | -4 | -0.2 | O=C(NN=C1CCCC1)c1ccccc1O
11 | -1 | 2 | 2 | 0 | 14 | 0 | 1 | -2 | -0.4 | Cc1c(N(C(=O)c2cc(=O)[nH]c3ccccc23)C(C)C)c(=O)n(-c2ccccc2)n1C
-1 | 16 | 3 | 0 | -1 | 13 | 2 | 0 | -2 | 0.7 | CC(=O)N(Cc1ccc2c(c1)OCO2)C1CC(=O)N(CCc2ccccc2)C1=O (configuration not stated)
10 | 1 | 2 | -3 | -2 | -6 | 6 | -5 | -7 | -0.7 | COc1ccccc1NC(=O)CCCCCN1C(=O)c2cccc3cccc(c23)C1=O
-4 | 5 | -2 | -1 | 3 | -1 | 2 | 0 | -2 | -0.6 | Cc1cc(S(=O)(=O)N(Cc2ccccc2)Cc2ccc(N(C)C)cc2)ccc1-n1cnnn1
9 | 2 | 1 | -3 | 5 | -5 | 1 | 4 | -1 | -0.3 | CC1(C)Cc2ccccc2C(=NCC(=O)O)N1
1 | -1 | -5 | 2 | -2 | -6 | 1 | -4 | -1 | -0.2 | CCN(CC)CCN1C(=O)C2C(C(=O)Nc3cc(C)cc(C)c3)C3C=CC2(O3)C1C(=O)NC1CCCCC1 (configuration not stated)
-2 | 0 | -2 | 1 | -1 | 8 | -1 | 2 | -2 | 0.2 | O=C(NCC1CCCO1)Nc1cccc(Cl)c1 (configuration not stated)
-1 | 2 | -3 | -5 | -6 | -5 | -3 | 0 | -1 | 0.3 | Cc1csc(SCC(=O)Nc2ccc3[nH]c(=O)[nH]c3c2)n1
-7 | 5 | -7 | 7 | -2 | -13 | 2 | -11 | -4 | -0.7 | Cc1nnc(N(C)C(=O)c2cccnc2)s1
-10 | -4 | 9 | 6 | -4 | -2 | -10 | -16 | -4 | -0.3 | CCn1c(=NC(=O)CS(=O)(=O)c2ccccc2)sc2cccc(OC)c21
5 | 0 | 5 | 5 | 0 | 5 | -2 | -4 | -1 | -0.2 | Cc1ccc(NC(=O)NCC2CC2(Cl)Cl)cc1 (configuration not stated)
2 | 5 | 0 | -1 | -1 | -9 | 1 | 2 | -2 | -0.4 | Cc1ccc(C(=O)OCC(=O)NCc2ccc(F)cc2)o1
-13 | 1 | -1 | 8 | 4 | 6 | 4 | 2 | -1 | -0.7 | CC1(C)CC(N2CCOCC2)=CC(=[N+]2CCOCC2)C1
10 | 1 | -1 | -1 | -2 | 8 | -4 | -3 | 4 | -0.4 | CC(=O)Nc1c(O)nc(SCC(=O)Nc2sc3c(c2C#N)CCCCCC3)[nH]c1=O
-2 | 0 | -4 | 6 | 1 | 2 | -28 | -39 | 2 | 0.5 | Cc1ccc(N/C=C/C(=O)c2cccs2)cc1
8 | -2 | -2 | 1 | -2 | 6 | 3 | -4 | -3 | 0.2 | CCS(=O)(=O)c1nc(S(=O)(=O)c2ccc(C)cc2)c(NCCCN2CCCC2=O)s1
8 | -4 | -8 | 6 | -7 | 3 | 0 | 4 | 0 | 0.1 | S=C(NCCN1CCOCC1)Nc1ccc(Cl)c(Cl)c1
-9 | 1 | 0 | 9 | -1 | -7 | -2 | -3 | -4 | -0.7 | O=C(NCCO)c1cccc(-c2ccc3nncn3c2)c1
4 | -1 | 5 | 7 | 3 | -18 | -2 | -9 | -2 | -0.2 | Cc1ccccc1COc1ccc2oc(C)c(C(=O)O)c2c1
-9 | 0 | -6 | -4 | -1 | -4 | -1 | -3 | 2 | -0.1 | COc1cc([N+](=O)[O-])ccc1N1C(=O)CC(Sc2nccc(C)n2)C1=O (configuration not stated)
6 | -1 | 3 | 4 | -3 | 3 | 1 | 0 | -1 | 0.3 | COc1ccc(CNC(=O)C2CCCN2)cc1OC (configuration not stated)
3 | 3 | 1 | -3 | 0 | 11 | -1 | -3 | 0 | 0.0 | Cc1cccc(C)c1NS(=O)(=O)c1ccc(NC(=O)c2ccc(Cl)c([N+](=O)[O-])c2)cc1
2 | 1 | 5 | -4 | 0 | 4 | -2 | -4 | -1 | 0.5 | Cc1cccc(C)c1NC(=O)CN(C)C(=O)CC1Sc2ccccc2NC1=O (configuration not stated)
-2 | 1 | -3 | -1 | -5 | -5 | 1 | -2 | -4 | 0.2 | O=C(NCCc1ccc(C(F)(F)F)cc1)c1ccc(Cl)nc1
2 | 0 | 1 | -4 | 3 | -2 | 0 | -1 | -1 | 0.0 | CCOC(=O)C1CCCN(S(=O)(=O)c2cc(OCC(N)=O)c(C)cc2Cl)C1 (configuration not stated)
2 | 6 | 5 | -3 | 6 | -12 | 5 | 0 | 3 | 0.4 | Cc1nc(N)c2c(Cc3cccc4ccccc34)nn(C(C)(C)C)c2n1
-8 | 0 | -7 | -3 | 1 | 5 | -3 | -5 | -2 | -1.4 | Cc1cc(C)c(NC(=O)CN2CCN(c3ccccn3)CC2)c(C)c1
-6 | -4 | -4 | 7 | 0 | 3 | -86 | -120 | -25 | -12 | O=C(COC(=O)c1ccco1)c1ccc2ccccc2c1
